Source: PubChem BioAssay
FBA Mtb inh – Mtb fructose-bisphosphate aldolase inhibition; inhibition, % at 1 µM; AID 588726; 360,000 tested, 2.3% active; P9WQA3; purified M. tuberculosis FBA, fluorescence read-out; in the data active means inhibition above about 27%;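 further: 0% = vehicle and 100% = reference inhibitor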
Target sequence (P9WQA3 whole entry, looked up): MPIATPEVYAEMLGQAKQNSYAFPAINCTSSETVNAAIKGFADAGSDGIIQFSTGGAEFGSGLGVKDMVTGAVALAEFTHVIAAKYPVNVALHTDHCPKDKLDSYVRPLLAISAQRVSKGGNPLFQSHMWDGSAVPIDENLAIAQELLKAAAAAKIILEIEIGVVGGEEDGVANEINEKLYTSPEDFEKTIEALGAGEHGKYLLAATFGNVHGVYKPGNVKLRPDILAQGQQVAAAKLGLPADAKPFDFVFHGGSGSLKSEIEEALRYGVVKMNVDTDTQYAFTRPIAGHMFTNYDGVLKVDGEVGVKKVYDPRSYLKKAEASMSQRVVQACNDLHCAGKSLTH
DUSP3 inh – inhibitors of human VHR1 phosphatase (DUSP3). P51452. recombinant VHR phosphatase, pNPP absorbance. inhibition, % at 13.3 µM. 290,000 tested, 0.52% active. AID 1654; in the data active means inhibition above about 50%; further: some compounds called inactive have numbers as strong as hits
Target sequence (P51452 whole entry, looked up): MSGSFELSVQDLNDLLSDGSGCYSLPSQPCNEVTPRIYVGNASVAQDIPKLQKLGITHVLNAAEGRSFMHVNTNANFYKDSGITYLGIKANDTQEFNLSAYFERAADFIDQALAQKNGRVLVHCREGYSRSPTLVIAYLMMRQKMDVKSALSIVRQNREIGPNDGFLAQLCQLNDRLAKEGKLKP
CCHFV vOTU inh – blocks the CCHF virus ovarian tumor domain protease. CCHFV vOTU protease, Pep-AMC fluorescence. inhibition, % at 11.5 µM. 370,000 tested, 0.55% active; further: 0% = vehicle wells with enzyme and 100% = no enzyme wells
BoNT F protease – BoNT F light chain protease inhibition | Multiplex microsphere protease cleavage assay, flow cytometry | inhibition, % at 10 µM | 360,000 tested, 0.22% active | AID 588497; in the data active means inhibition above about 35%, passing the limit was not always enough; inconclusive means no clear call, values can overlap the other calls; further: plate controls were buffer without enzyme for full effect and enzyme alone for no effect
GDH-TPI inh – counter-screen for M. tuberculosis FBA inhibitors: GDH-TPI coupled enzymes. GDH-TPI coupled enzyme counterscreen, NADH absorbance. inhibition, % at 4.8 µM. 360,000 tested, 1.2% active. AID 588335;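 further: 0% = DMSO wells and 100% = wells lacking the enzyme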
UGM FP inh – blocks M. tuberculosis UGM enzyme; 320,000 tested, 0.06% active; purified UGM, fluorescence polarization probe displacement; inhibition, % at 10 µM; P9WIQ1; AID 504406; in the data active means inhibition above about 10%, passing the limit was not always enough; inconclusive means no clear call, values can overlap the other calls
Target sequence (P9WIQ1 whole entry, looked up): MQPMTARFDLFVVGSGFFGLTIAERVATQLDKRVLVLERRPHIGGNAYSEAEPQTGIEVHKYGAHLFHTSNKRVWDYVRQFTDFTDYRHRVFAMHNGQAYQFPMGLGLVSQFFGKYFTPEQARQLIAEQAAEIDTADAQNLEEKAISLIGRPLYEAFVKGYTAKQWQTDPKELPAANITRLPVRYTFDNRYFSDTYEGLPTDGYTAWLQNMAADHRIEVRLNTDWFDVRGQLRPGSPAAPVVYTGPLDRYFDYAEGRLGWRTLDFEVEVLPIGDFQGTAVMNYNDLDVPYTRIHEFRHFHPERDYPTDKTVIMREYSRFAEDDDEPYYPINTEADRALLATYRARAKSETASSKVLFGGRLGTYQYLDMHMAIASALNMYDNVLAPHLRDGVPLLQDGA
Rv3671c protease – Rv3671c (M. tuberculosis) protease inhibition | P9WHR9 | inhibition, % at 5.96 µM | 320,000 tested, 0.048% active | AID 2606; in the data active means inhibition above about 38%;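 further: extracellular domain of Rv3671c used as enzyme; 0% = enzyme with DMSO and 100% = no enzyme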
FadD28 FP inh – blocks FadD28 binding to the bisubstrate probe | fluorescence polarization | inhibition, % at 12.5 µM | 360,000 tested, 0.22% active; in the data active means inhibition above about 8.5%, passing the limit was not always enough; inconclusive means no clear call, values can overlap the other calls
BioA inh – inhibitors of Mycobacterium tuberculosis BioA enzyme; purified M. tuberculosis BioA enzyme, plate reader; inhibition, % at 9.99 µM; 360,000 tested, 0.096% active; AID 602481; in the data active means inhibition above about 40%; inconclusive means no clear call, values can overlap the other calls
MazF activator – activators of E. coli MazEF toxin-antitoxin RNase | AID 504720 | FAM/BHQ RNA-DNA oligo cleavage fluorescence, 5 h | activation, % at 20 µM | P0AE70 | 350,000 tested, 0.32% active; in the data active means activation above about 50%
Target sequence (P0AE70 whole entry, looked up): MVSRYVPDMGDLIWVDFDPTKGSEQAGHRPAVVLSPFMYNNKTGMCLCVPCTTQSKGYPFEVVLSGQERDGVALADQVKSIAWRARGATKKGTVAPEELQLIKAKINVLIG
Starred values were filed as active, the others as inactive; ? = inconclusive; / = no result given; + = active, no number. Unless noted, no stated cut-off is given here; in the data, active means inhibition above about 30%; inactive means the rest.

structure | FBA Mtb inh | DUSP3 inh | CCHFV vOTU inh | BoNT F protease | GDH-TPI inh | UGM FP inh | Rv3671c protease | FadD28 FP inh | BioA inh | MazF activator
Fc1ccc(C2=Nn3c(nnc3-c3ccco3)SC2)cc1 | -1 | -29 | -10 | ? | 21 | 1.5 | -3 | -0.9 | -0.5 | -10
O=C(Nc1cc2c(cc1Cl)OCCCO2)c1ccco1 | 4 | 12 | -14 | -10 | 1 | -1.1 | -4 | -0.4 | -1.3 | -8
Cc1cc(C)c(S(=O)(=O)Nc2ccccc2-c2ccccc2)c(C)c1 | 2 | -4 | 0 | -7 | -1 | 0.7 | -4 | -0.9 | -3.2 | 2
Cc1[nH]c2ccccc2c1C(=O)C(=O)NCc1nnnn1-c1ccc(F)cc1 | -2 | / | 3 | -4 | 16 | / | / | 0.8 | -0.1 | -4
N#CCCN1CCN(C(=O)c2c(N)no[n+]2[O-])CC1 | 2 | 30 | -14 | -3 | 3 | 1.2 | 3 | -0.4 | / | 8
CCOC(=O)Nc1sc2c(c1C(N)=O)CCC(C)C2 (stereo not given) | 2 | -1 | -4 | -3 | 9 | -0.5 | 3 | -1.5 | / | 2
CCCCC(=O)Nc1nc2ccc3nc(C)sc3c2s1 | -1 | 14 | 16 | -2 | -9 | -0.9 | -8 | -2.0 | -0.5 | -7
O=C(NCCC1=CCCCC1)C1CCN(S(=O)(=O)c2cccc3nonc23)CC1 | / | 4 | 8 | / | / | 2.3 | -4 | / | / | 1
COc1ccc(N2CC(NC(=O)NCC(C)C)CC2=O)cc1 (stereo not given) | 3 | 3 | -14 | -2 | 11 | -1.6 | 9 | -1.1 | / | -4
COc1ccc(CNC(=O)COC(=O)C2CC3C=CC2C3)cc1 (stereo not given) | -2 | 43 | -11 | 0 | 3 | -1.3 | 0 | -3.9 | / | 5
Cc1ccc(NC(=O)C2CCN(c3cnccn3)CC2)cc1C | -1 | 9 | 11 | -5 | 0 | 2.8 | -3 | -3.6 | / | -4
CCc1ccc(CNC(=O)CCCn2nc(C)n3ccnc3c2=O)cc1 | 2 | 9 | -1 | -19 | 1 | 0.1 | -2 | -1.2 | -1.0 | 3
Cc1c(Br)c([N+](=O)[O-])nn1CCCC(=O)Nc1c(C)n(C)n(-c2ccccc2)c1=O | -1 | -1 | 15 | -4 | 3 | -1.6 | 4 | -3.2 | / | 1
S=C(NCc1ccccc1)Nc1nccs1 | 4 | 5 | -15 | -6 | 4 | 0.3 | -2 | -2.9 | -1.6 | 2
Cc1occc1-c1nnc(SCC(=O)NC2CCCC2)n1C | 4 | 34 | -1 | -7 | 2 | 0.6 | 9 | 1.1 | -0.2 | 10
O=S(=O)(/N=C(/Nc1ccc(Cl)cc1Cl)c1ccccc1)c1cccs1 | 1 | 0 | -9 | 1 | -14 | -0.5 | -3 | -4.1 | / | 4
Cc1ccc(N=C/C(C(=O)C(F)(F)F)=C(\O)c2ccco2)cc1Cl | 1 | 45 | 1 | 0 | 12 | -1.4 | -2 | -2.6 | / | -12
O=C(NCc1ccccn1)c1ccc(Cl)c(S(=O)(=O)Nc2ccccc2C(=O)NCc2ccccn2)c1 | 5 | 39 | 1 | 0 | -2 | -1.5 | 11 | -2.1 | -0.4 | 5
Cc1cc(C)n2nc(C(=O)OCC(=O)N3CC(C)CC(C)C3)nc2n1 (stereo not given) | 1 | / | -8 | 4 | -13 | 2.6 | -6 | -3.6 | -0.2 | 4
COc1cc(/C=C2\C(=O)ON=C2c2ccc(Cl)cc2)ccc1O | / | / | -1 | / | / | 1.8 | -1 | / | / | -112
COc1ccc(OC)c(/C=N/NC(=O)c2cccc3ccccc23)c1 | 3 | / | -15 | ? | 20 | 0.4 | 1 | 0.8 | -2.3 | 2
O=C(COc1ccccc1)N/N=C/c1ccc([N+](=O)[O-])o1 | 4 | 4 | 14 | 2 | 23 | -3.5 | -3 | 2.6 | / | -9
CC(=O)CCc1ccc(OCC(O)CNC2CCCc3ccccc32)cc1 (stereo not given) | 1 | 13 | -7 | 0 | -9 | / | -10 | -4.6 | / | 0
Cc1ccc(OCc2nc(-c3cccnc3)no2)cc1C | 5 | 9 | 11 | -13 | -7 | 1.9 | -12 | -1.2 | -0.2 | -5
Cc1onc(-c2ccccc2Cl)c1C(=O)N1CCCCC1C (stereo not given) | 0 | 18 | 6 | -17 | -7 | 1.7 | 2 | -2.4 | 0.9 | -3

Entries shown so far that contain a thiophene ring, fused or not:
structure | FBA Mtb inh | DUSP3 inh | CCHFV vOTU inh | BoNT F protease | GDH-TPI inh | UGM FP inh | Rv3671c protease | FadD28 FP inh | BioA inh | MazF activator
CCOC(=O)Nc1sc2c(c1C(N)=O)CCC(C)C2 (stereo not given) | 2 | -1 | -4 | -3 | 9 | -0.5 | 3 | -1.5 | / | 2
O=S(=O)(/N=C(/Nc1ccc(Cl)cc1Cl)c1ccccc1)c1cccs1 | 1 | 0 | -9 | 1 | -14 | -0.5 | -3 | -4.1 | / | 4

3 structures out of the list, sorted by molecular weight, highest first:
structure | FBA Mtb inh | DUSP3 inh | CCHFV vOTU inh | BoNT F protease | GDH-TPI inh | UGM FP inh | Rv3671c protease | FadD28 FP inh | BioA inh | MazF activator
Cc1c(Br)c([N+](=O)[O-])nn1CCCC(=O)Nc1c(C)n(C)n(-c2ccccc2)c1=O | -1 | -1 | 15 | -4 | 3 | -1.6 | 4 | -3.2 | / | 1
N#CCCN1CCN(C(=O)c2c(N)no[n+]2[O-])CC1 | 2 | 30 | -14 | -3 | 3 | 1.2 | 3 | -0.4 | / | 8
S=C(NCc1ccccc1)Nc1nccs1 | 4 | 5 | -15 | -6 | 4 | 0.3 | -2 | -2.9 | -1.6 | 2

Going on with the list:
structure | FBA Mtb inh | DUSP3 inh | CCHFV vOTU inh | BoNT F protease | GDH-TPI inh | UGM FP inh | Rv3671c protease | FadD28 FP inh | BioA inh | MazF activator
Cc1cccc(C)c1NC(=S)N=Nc1c(O)n(C)c2ccc(S(=O)(=O)N3CCOCC3)cc12 | -3 | 43 | 12 | 0 | 3 | 0.3 | 2 | -2.7 | / | 11
O=C(NNc1cc(Cl)ccc1Cl)c1cccnc1Cl | -2 | 20 | 1 | 2 | 2 | -1.2 | -8 | -4.6 | / | -2
CCc1ccc(C2=NN(c3ccc(S(N)(=O)=O)cc3)C(c3ccc(F)cc3)C2)cc1 (stereo not given) | + | 24 | -77 | -6 | 11 | 1.1 | 7 | -3.9 | / | 0
Cc1ccc(NC(=O)c2nc(S(=O)(=O)Cc3ccccc3)ncc2Cl)cc1 | 5 | 24 | 15 | -1 | 3 | -2.0 | 0 | -0.3 | 0.2 | 22
Cc1ccc(C(=O)NCc2ccc3c(c2)OCO3)cc1S(=O)(=O)N1CCCCC1 | 0 | -10 | -6 | -1 | 1 | 0.1 | 1 | -1.6 | 0.6 | 4
Cc1cccc(C(=O)NCc2nnc(SCc3ccc(F)cc3)n2C)c1 | 6 | 18 | 6 | -8 | -5 | 1.4 | 10 | 1.4 | / | 1
O=C(c1cn(-c2ccccc2)nc1-c1ccc(F)cc1)N1CCCCC1 | -1 | 3 | -7 | 1 | 1 | 1.2 | -20 | -3.8 | / | 4
COc1cc(S(=O)(=O)NCc2ccncc2)c(OC)cc1Cl | 2 | -3 | 6 | -2 | 2 | 0.3 | 4 | 0.7 | / | 1
CCCCNC(=O)Cc1ccc(Br)cc1 | 2 | -11 | 2 | 2 | -2 | 0.6 | -2 | -3.0 | / | -4
Nc1nc(SCC(=O)N2CCCCC2)[nH]c(=O)c1NC(=O)c1ccccc1F | 0 | 9 | -4 | 14 | 13 | 0.7 | 7 | -1.4 | 0.9 | 4
COc1cc(/C=N/NC(=O)C2COc3ccccc3O2)cc(OC)c1OC (stereo not given) | -3 | 34 | 12 | -5 | 1 | 1.0 | -11 | -4.1 | -1.0 | 1
Fc1ccc(CSc2nnc(-c3cnccn3)n2Cc2ccco2)cc1 | 0 | 36 | 1 | -4 | 2 | 0.4 | 7 | -13 | 6.1 | 2
Oc1ccc(/C=N/Nc2ncnc3c2ncn3Cc2ccccc2)cc1O | -3 | 11 | 2 | -9 | 22 | -0.7 | 2 | 4.1 | / | 5
CCCCCC(=O)Nc1ccc(S(=O)(=O)Nc2nccc(C)n2)cc1 | 0 | -13 | -11 | -1 | -5 | 0.3 | 1 | -2.6 | / | 7
Cc1nnsc1-c1nnc(SCC(=O)c2ccc(C#N)cc2)n1C1CC1 | 4 | 6 | -5 | -6 | 9 | 0.3 | 1 | -2.1 | -0.5 | 6
CCN(Cc1ccccc1)C(=O)C(C)OC(=O)c1cc(S(=O)(=O)Nc2c(C)n(C)n(-c3ccccc3)c2=O)ccc1C (stereo not given) | 1 | 11 | -12 | 1 | -4 | -2.2 | 0 | -1.0 | / | 6
O=C1CCc2cc(S(=O)(=O)NCc3ccccc3Cl)cc3c2N1CC3 | 5 | / | -1 | 12 | 4 | 1.3 | 6 | 1.0 | -0.3 | 4
COC(=O)c1ccc(Oc2ccc3nnc(C)n3n2)cc1 | 6 | 10 | 1 | 2 | 11 | 2.1 | -2 | -0.9 | / | -1
CCn1cnc2cc(NCc3cccc(OC)c3O)ccc21 | 10 | 26 | -20 | -20 | 10 | -0.8 | -1 | -1.4 | 0.4 | -8
CCOC(=O)c1c2c(n(C)c1C)C(=O)C(=O)c1ccc(Br)cc1-2 | 4 | / | 22 | 4 | -13 | 2.3 | -55 | -3.2 | -3.1 | 20
CCOC(=O)/C(C#N)=C/c1cccn1-c1ccc(Cl)cc1 | 0 | 4 | 7 | -4 | 2 | 5.3 | 1 | -0.6 | -0.8 | 4
O=C(CC(C(=O)O)C1CCCO1)Nc1cccc(C(F)(F)F)c1 (stereo not given) | 1 | 2 | 5 | -6 | -1 | -1.1 | -2 | -3.5 | 0.7 | 5
COc1cc(/C=C2\SC(=S)N(CCC(=O)Nc3ccccn3)C2=O)cc(OC)c1OC | 1 | 1 | 12 | 12 | 8 | -1.7 | -3 | / | -3.1 | 9
COCCOC(=O)c1c(NC(=O)CN2CCOCC2)sc(C(N)=O)c1C | -3 | -1 | 5 | -4 | 11 | 0.9 | 2 | 0.6 | 0.6 | 6
CSc1ncccc1C(=O)NC(C)CCc1ccccc1 (stereo not given) | 1 | -9 | 6 | -5 | 5 | 4.5 | 5 | -1.1 | -3.2 | -2
COc1ccc(-c2ccc(SCC(=O)c3ccc(F)cc3)nn2)cc1OC | -3 | 18 | 11 | -4 | 4 | -2.8 | 0 | -1.5 | -0.3 | 16
COc1ccc(S(=O)(=O)NC2CCCCC2)cc1C | 1 | 18 | / | -2 | -1 | 1.0 | -16 | -3.4 | 1.9 | 2
CCc1nc(SCC(=O)Nc2ccc(OC)cc2[N+](=O)[O-])n[nH]1 | -5 | 17 | -9 | -1 | 3 | 2.0 | -11 | -4.1 | / | 9
CCC(=O)N(Cc1cc2ccc(C)cc2n2nnnc12)C1CCCCC1 | -4 | -9 | 1 | -2 | -8 | -1.7 | -1 | -4.8 | / | 1
O=C(Cn1cc([N+](=O)[O-])cn1)N1CCc2ccccc21 | 2 | 20 | 8 | 10 | 8 | 1.1 | 2 | -1.1 | -0.9 | 15
CCC(CO)Oc1cc(NCc2cccc(O)c2)c2ncn(C(C)C)c2c1 (stereo not given) | 1 | / | 1 | 0 | -2 | -3.4 | -3 | 0.1 | 0.2 | 6
Cn1ccnc1-c1nc2ccccc2[nH]c1=O | 6 | 9 | 5 | -1 | 19 | 1.5 | 5 | -2.4 | -1.0 | -6
O=C(COC(=O)CSCC(=O)N1CCCCC1)NCc1ccc(F)cc1 | 2 | -4 | 0 | 1 | -1 | -1.6 | -9 | -3.3 | 0.9 | 1
Cc1ccc(S(=O)(=O)N(CC(=O)N2CCN(c3ccc(F)cc3)CC2)C2CCCCC2)cc1 | -1 | 23 | 0 | -7 | -9 | 0.4 | 4 | -1.8 | -0.1 | 7
CCOc1ccc(N/C(N)=N/c2nc(C)c(C)c(=O)[nH]2)cc1 | -1 | 27 | -8 | 18 | 4 | 0.4 | -6 | -2.3 | -1.7 | 13
Cc1noc(C)c1S(=O)(=O)N1CCN(C(c2ccccc2)c2ccc(Cl)cc2)CC1 (stereo not given) | 3 | -4 | -2 | -6 | 1 | 0.9 | -7 | -1.1 | -0.6 | 5

Compounds were not picked by outcome; about 4.9% have a hit in one of these screens.
